Screens as filed in PubChem BioAssay.
ERp5 inh – ERp5 (human) disulfide isomerase inhibition. Q15084. ERp5 insulin aggregation, absorbance 650 nm, 90 min. inhibition, % at 9.99 µM. 0.05% of 350,000 active;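 active = mean replicate inhibition above about 25%, with every replicate also reaching it, limit read from the data, passing the limit was not always enough; inconclusive = only one of those two criteria met; inactive = neither criterion met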
Target sequence (Q15084 whole entry, looked up): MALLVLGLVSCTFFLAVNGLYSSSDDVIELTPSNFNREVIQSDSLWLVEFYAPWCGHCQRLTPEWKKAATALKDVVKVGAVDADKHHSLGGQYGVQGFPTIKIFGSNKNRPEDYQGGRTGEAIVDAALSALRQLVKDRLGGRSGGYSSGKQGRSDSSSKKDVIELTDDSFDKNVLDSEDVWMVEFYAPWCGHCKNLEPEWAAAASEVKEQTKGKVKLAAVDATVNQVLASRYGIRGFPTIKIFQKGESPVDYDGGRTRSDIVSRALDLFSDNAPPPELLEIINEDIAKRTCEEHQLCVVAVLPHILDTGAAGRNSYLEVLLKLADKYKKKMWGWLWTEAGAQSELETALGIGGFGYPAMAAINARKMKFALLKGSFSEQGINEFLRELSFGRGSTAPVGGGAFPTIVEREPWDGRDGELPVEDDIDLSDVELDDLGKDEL
esBAF inh – blocks esBAF chromatin remodeling in mouse ES cells | Bmi1-luciferase knock-in reporter, 24 h; 100% = twice the neutral-well signal | reporter increase, % at 12.5 µM | 2% of 350,000 active | AID 602393; in the data active = activation above about 40%; inconclusive = no clear call, values can overlap the other calls;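 note: 0% = median of the plate's neutral control wells and 100% = double that signal; a rise in the Bmi1 reporter signal indicates esBAF inhibition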
miR-122 sensor – miR-122 inhibition in Huh7 cells. Huh7 miR-122 Renilla luciferase sensor, 48 h; neutral wells = 0, positive control = 100. 0.3% of 340,000 active. AID 602342. activation (reporter increase), % at 12.5 µM;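 active = mean replicate activation score at least 90 and every replicate individually at or above 90; inconclusive = only one of the two criteria met; inactive = neither criterion met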;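 note: higher luciferase means less miR-122 activity so hits act as miR-122 inhibitors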
ARNT TACC3 PPI – disruptors of human ARNT/TACC3 interaction; Q9Y6A5; inhibition, % at 9.99 µM; 0.66% of 390,000 active; AlphaScreen His-ARNT PAS-B/GST-TACC3 binding, luminescence; TACC3 fragment carries E629A point mutation;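 active = mean inhibition of replicates at least 50% and at least half of replicates each reaching 50%; inconclusive = half or more replicates reach 50% but mean below 50%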;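 note: 0% = complete ARNT plus TACC3 wells and 100% = ARNT alone without TACC3; many hits fall short of the cut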
SIRT5 block – inhibitors of human sirtuin-5 desuccinylase; Purified SirT5, succinyl-peptide AMC, trypsin-coupled fluorescence; inhibition, % at 15 µM; 1.1% of 330,000 active; Q9NXA8; in the data active = inhibition above about 15%; inconclusive = no clear call, values can overlap the other calls
Target sequence (Q9NXA8 whole entry, looked up): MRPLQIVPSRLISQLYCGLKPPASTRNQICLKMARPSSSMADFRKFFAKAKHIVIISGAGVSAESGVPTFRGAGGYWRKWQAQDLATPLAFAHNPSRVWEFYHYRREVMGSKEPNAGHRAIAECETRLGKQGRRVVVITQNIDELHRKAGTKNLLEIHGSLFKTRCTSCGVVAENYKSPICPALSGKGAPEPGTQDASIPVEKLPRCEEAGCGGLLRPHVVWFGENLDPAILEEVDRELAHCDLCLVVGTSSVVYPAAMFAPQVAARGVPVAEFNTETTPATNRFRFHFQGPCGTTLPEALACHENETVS
Cneo AK release – causes C. neoformans cell lysis. adenylate kinase release luminescence, 4 h; normalised: neutral wells 0, clomiphene wells 100. lysis activity, % at 15 µM. AID 651654. 0.2% of 360,000 active;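 active = mean lysis activity across replicates of at least 80%, whatever share of replicates individually reach that level; inactive = mean lysis activity below 80%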
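Schedule: static 4 h at 37 °C with compound, 1 h detection; system: C. neoformans cells; benchmarks: Clomiphene as positive control; buffer or medium: fresh YPD medium; measure: luminescence rise reflecting yeast cell lysis; measured by: luminescent adenylate kinase detection reagent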
C2C12 statin – suppressors of simvastatin-induced myotoxicity in C2C12 myotubes; ATP luminescence, 48 h; scaled: DMSO 0, geranylgeraniol control 100; rescue of ATP level, % at 7.49 µM; 0.78% of 330,000 active;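 active = mean ATP rescue above about 67%, or every replicate alone reaching that limit, limit read from the data, passing the limit was not always enough; inconclusive = no clear call, values can overlap the other calls; inactive = mean under the limit and some replicate under it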;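 note: myotubes were challenged with 10 µM simvastatin during compound exposure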
Active calls of the source: *; ? = inconclusive; / = not tested or not shown; [ ] = another dose, or the depositor's remark.

Short forms: A = ERp5 inh; B = esBAF inh; C = miR-122 sensor; D = ARNT TACC3 PPI; E = SIRT5 block; F = Cneo AK release; G = C2C12 statin
SMILES: CCOc1ccc(NC(=O)CCS(=O)(=O)c2ccc3c(c2)CCCN3C(=O)CC)cc1
  A: /; B: 12; C: -3; D: 2; E: /; F: -2; G: -8

SMILES: O=C(Cc1ccccc1)NCC(=O)N1CCN(Cc2cccc(Cl)c2)CC1
  A: -11; B: 5; C: -7; D: 1; E: -1; F: 0; G: -3

SMILES: O=C(Cc1cccs1)NCc1ccc(F)cc1
  A: /; B: /; C: -2; D: -5; E: /; F: 1; G: /

SMILES: CCOC(=O)c1c(NC(=O)COC(=O)c2ccc(O)cc2)sc(C(=O)NC)c1C
  A: 3; B: 0; C: 1; D: -2; E: 6; F: -1; G: 11

SMILES: c1ccc(Oc2ncnc3ccccc23)cc1
  A: 1; B: 9; C: /; D: 5; E: /; F: -1; G: 2

SMILES: O=C(c1cccs1)N(Cc1ccc(Cl)cc1)C1CCS(=O)(=O)C1 (stereo not drawn)
  A: -2; B: 3; C: 0; D: -10; E: 0; F: 3; G: 2

SMILES: CCN1CCN(S(=O)(=O)c2ccc(C(=O)Nc3ccccc3)cc2)CC1
  A: 1; B: 15; C: -3; D: /; E: -7; F: 0; G: 6

SMILES: Cc1c(NC(=S)N2CCN(c3cccc(Cl)c3)CC2)c(=O)n(-c2ccccc2)n1C
  A: 3; B: 4; C: -10; D: -1; E: -4; F: 2; G: 2

SMILES: O=C1Nc2c(c(=O)[nH]c(=O)n2-c2ccccc2F)C(C(F)(F)F)(C(F)(F)F)N1
  A: /; B: -3; C: -4; D: -6; E: /; F: -1; G: -6

SMILES: CC(C)Cc1nnc(NC(=O)c2ccc3c(=O)n4c(nc3c2)CCC4)s1
  A: 10; B: -1; C: 0; D: 9; E: 2; F: 5; G: 2

SMILES: C[C@@H]1CN([C@H](C)CO)C(=O)Cc2cc(NC(=O)Nc3ccccc3)ccc2O[C@@H]1CN(C)C(=O)Nc1ccc(F)cc1
  A: -1; B: 0; C: 5[16.7 µM]; D: -9; E: 2; F: 2; G: -15

SMILES: C[C@@H]1CN([C@@H](C)CO)C(=O)c2ccccc2-c2ccccc2CO[C@H]1CN(C)S(=O)(=O)c1ccc(Cl)cc1
  A: 3; B: -6; C: /; D: 26; E: 15*; F: 51; G: /

SMILES: COc1ccc2cc(/C(C)=N/NC(=O)c3cc(C)oc3C)ccc2c1
  A: 0; B: 5; C: -1; D: /; E: -1; F: 0; G: -4

SMILES: CC1CCCCN1CC(=O)Nc1ccc(N2CCCCCC2)cc1 (stereo not drawn)
  A: 5; B: /; C: /; D: 24; E: -1; F: /; G: /

SMILES: Cc1cccc(NC(=O)C2CCN(C(=O)NC3CCCCC3)CC2)c1
  A: 4; B: 0; C: -2; D: -10; E: -2; F: 1; G: -4

SMILES: Cc1ccccc1OCCN1CCCC1
  A: 0; B: -10; C: -3; D: -2; E: -1; F: 2; G: -6

SMILES: COc1ccc2[nH]c(=O)c(CN(CCCN(C)C)C(=O)Nc3ccccc3)cc2c1
  A: /; B: -4; C: -12; D: -2; E: /; F: 0; G: -12

SMILES: O=c1c2cc(Cl)ccc2nc(-c2ccccc2)n1O
  A: 1; B: /; C: /; D: -6; E: 1; F: /; G: /

SMILES: C[C@H](CO)N1C[C@H](C)[C@@H](CN(C)S(C)(=O)=O)OCCCC[C@H](C)Oc2ccc(N(C)C)cc2C1=O
  A: /; B: 1; C: 1[16.7 µM]; D: /; E: /; F: /; G: 8

SMILES: CSCCC(NS(=O)(=O)c1ccc(C)cc1)C(=O)N1CCN(C(C)=O)CC1 (stereo not drawn)
  A: 10; B: -2; C: 0; D: -5; E: -1; F: -1; G: 1

SMILES: COC(=O)C1=C(C)N=C2SC(C)C(=O)N2C1/C=C/c1ccccc1OC (stereo not drawn)
  A: /; B: -6; C: 3; D: 5; E: /; F: 0; G: 15

SMILES: CC(C)CCNC(=O)C1(C)CCN1Cc1ccc(-c2ccccn2)cc1 (stereo not drawn)
  A: 2; B: 6; C: -2; D: /; E: /; F: 0; G: 7

SMILES: COc1ccccc1C(=O)Nc1nc(C)cc(C)n1
  A: -5; B: /; C: 3; D: /; E: -3; F: 2; G: /

SMILES: O=[N+]([O-])c1ccc2nc(NS(=O)(=O)c3ccccc3[N+](=O)[O-])sc2c1
  A: 0; B: 0; C: /; D: 7; E: 2; F: -1; G: 11

SMILES: CCOC(=O)c1c(NC(=S)NC)sc2c1CCCC2
  A: 0; B: -2; C: -2; D: -11; E: 1; F: -2; G: -8

SMILES: C/C(=N/O)c1ccc(Oc2cnccn2)cc1
  A: -1; B: /; C: /; D: -1; E: -7; F: /; G: /

SMILES: Cc1ccccc1C(=O)NC(CC(C)C)C(=O)Nc1ccc(F)c([N+](=O)[O-])c1 (stereo not drawn)
  A: 2; B: -2; C: -6; D: -14; E: 1; F: /; G: -1

SMILES: O=C(NCC[C@H]1CC[C@@H](NS(=O)(=O)c2ccc(F)cc2)[C@H](CO)O1)Nc1ccc(Cl)cc1
  A: 3; B: 7; C: -11[16.7 µM]; D: -1; E: -1; F: 14; G: 12

SMILES: CCCc1nc2c3ccccc3ccn2c1CC1CCCCC1
  A: 0; B: 0; C: -1; D: /; E: 3; F: 19; G: -5

SMILES: O=[N+]([O-])c1ccc(CS(=O)(=O)c2ccc(Cl)cc2)cc1
  A: 3; B: -11; C: -2; D: 0; E: -3; F: -4; G: 2

SMILES: CCCCCn1c(=O)c(C(=O)OCC)c(Cl)c2ccccc21
  A: 1; B: /; C: -5; D: -1; E: 1; F: 1; G: /

SMILES: O=C(COC(=O)Cc1ccsc1)NCC12CC3CC(CC(C3)C1)C2
  A: /; B: -14; C: -27; D: -10; E: /; F: 0; G: -3

SMILES: CC(=O)NC(Cc1ccccc1C)C(=O)NC1CCN(C(=O)NCc2ccccc2)CC1 (stereo not drawn)
  A: 1; B: -1; C: 2; D: -19; E: -2; F: 3; G: 20

SMILES: CC(C)n1c(SCC(=O)N2CCN(C)CC2)nc2c1c(=O)n(C)c(=O)n2C
  A: 0; B: 2; C: -1; D: 8; E: -15; F: 1; G: -6

SMILES: Cc1ccc(S(=O)(=O)N[C@@H](CC(C)C)C(=O)NCc2ccco2)cc1
  A: /; B: -6; C: -9; D: -14; E: /; F: 0; G: 10

SMILES: C[C@@H]1CCCCO[C@@H](CN(C)C(=O)Nc2ccc(C(F)(F)F)cc2)[C@H](C)CN([C@H](C)CO)C(=O)c2cc(NC(=O)c3ccccc3)ccc2O1
  A: -2; B: 19; C: -8[16.7 µM]; D: -31; E: -2; F: -1; G: 24

SMILES: CN(C)CCCNC(=O)C1(O)c2cc(Br)ccc2NC(=O)N1c1ccc(Cl)cc1 (stereo not drawn)
  A: 0; B: -3; C: 1; D: 31; E: -5; F: 1; G: 2

SMILES: CC(=O)OC1CC2(C)C(=O)CCC2C2CCc3cc(O)ccc3C12 (stereo not drawn)
  A: -2; B: -1; C: 9; D: 0; E: 3; F: 0; G: 3

SMILES: Cc1ccc(C(=O)OCC(=O)N2CCc3ccccc32)cc1
  A: /; B: ?; C: -4; D: -1; E: /; F: 0; G: 0

SMILES: CO[C@H]1CN(C)C(=O)c2ccc(NS(C)(=O)=O)cc2OC[C@H](C)N(CC2CC2)C[C@@H]1C
  A: -2; B: 0; C: /; D: 1; E: -1; F: 10; G: -15

SMILES: O=[N+]([O-])c1c(NCc2ccccc2)cc(N2CCc3ccccc3C2)c2nonc12
  A: 1; B: /; C: -3; D: 0; E: 1; F: 1; G: /

SMILES: Cc1ccccc1OCC(O)CN1C(=O)c2ccccc2C1=O (stereo not drawn)
  A: -2; B: 45; C: /; D: 11; E: -2; F: /; G: 14

SMILES: Cn1c(N)c(NC(=S)NC2CCCCC2)c(=O)n(C)c1=O
  A: -18; B: 6; C: -4; D: 6; E: 1; F: -2; G: 4

SMILES: CCC(c1nnc(SCC(=O)Nc2cc(C)on2)o1)N(C)C (stereo not drawn)
  A: 3; B: -2; C: -10; D: 76*; E: -3; F: 0; G: 5

SMILES: BrC(=C\c1ccccc1)/C=N/N1CCN(c2ccccn2)CC1
  A: /; B: /; C: -3; D: 5; E: /; F: 2; G: /

Continued, starting with the last 2 of the part before.
Short forms: A = ERp5 inh; B = esBAF inh; C = miR-122 sensor; D = ARNT TACC3 PPI; E = SIRT5 block; F = Cneo AK release; G = C2C12 statin
SMILES: CCC(c1nnc(SCC(=O)Nc2cc(C)on2)o1)N(C)C (stereo not drawn)
  A: 3; B: -2; C: -10; D: 76*; E: -3; F: 0; G: 5

SMILES: BrC(=C\c1ccccc1)/C=N/N1CCN(c2ccccn2)CC1
  A: /; B: /; C: -3; D: 5; E: /; F: 2; G: /

SMILES: Cn1nc(C(F)(F)F)c(-c2ccc(Br)cc2)c1NC(=O)c1cccnc1
  A: 3; B: /; C: 4; D: -13; E: -3; F: -1; G: /

SMILES: CC1(c2ccc3ccccc3c2)NC(=O)N(CC(=O)N2CCC(C(N)=O)CC2)C1=O (stereo not drawn)
  A: 2; B: /; C: -3; D: 1; E: 0; F: /; G: /

SMILES: CN1CCN(C(=O)c2ccc(COc3cc(Cl)ccc3Cl)o2)CC1
  A: 3; B: 3; C: -8; D: -10; E: -3; F: 1; G: -2

SMILES: O=C(COc1cccnc1[N+](=O)[O-])N1CCN(C(=O)c2ccco2)CC1
  A: 2; B: /; C: /; D: -4; E: 0; F: /; G: /

SMILES: C[C@@H]1CCCCO[C@@H](CN(C)S(=O)(=O)c2cn(C)cn2)[C@H](C)CN([C@H](C)CO)C(=O)c2cc(NS(=O)(=O)c3ccc(F)cc3)ccc2O1
  A: 3; B: 3; C: -4[16.7 µM]; D: -2; E: -4; F: 1; G: 32

SMILES: CCCCCCN1C[C@H](n2cc(COC(=O)c3ccccc3)nn2)[C@@H](O)C[C@@H]1c1ccc(C)cc1
  A: 2; B: -6; C: -8; D: /; E: 1; F: -1; G: 7

SMILES: CCCNC(=O)N(C)C[C@H]1Oc2ncc(C#CC3CCCCC3)cc2C(=O)N([C@@H](C)CO)C[C@H]1C
  A: -1; B: -3; C: -3[16.7 µM]; D: -2; E: 11; F: -3; G: -35

SMILES: Cc1noc(C)c1NC(=O)Nc1ccc2c(c1)C(=O)N([C@@H](C)CO)C[C@@H](C)[C@@H](CN(C)C(=O)Nc1ccccc1)OCCCC[C@H](C)O2
  A: 0; B: 0; C: 2[16.7 µM]; D: -6; E: 3; F: -4; G: -30

SMILES: N#C/C(=C\N1CCN(Cc2ccc3c(c2)OCO3)CC1)c1nc2ccccc2s1
  A: /; B: 11; C: -19; D: 9; E: /; F: -4; G: 7

SMILES: O=C1c2ccccc2COc2ccc(O)cc21
  A: /; B: 17; C: -2; D: -8; E: /; F: -1; G: /

SMILES: COc1ccc2cc(C(=O)Nc3ccccc3)sc(=O)c2c1OC
  A: -3; B: ?; C: -2; D: -10; E: -1; F: 0; G: -2

Structures listed so far that have a CF3 group, in the order listed:
Short forms: A = ERp5 inh; B = esBAF inh; C = miR-122 sensor; D = ARNT TACC3 PPI; E = SIRT5 block; F = Cneo AK release; G = C2C12 statin
SMILES: O=C1Nc2c(c(=O)[nH]c(=O)n2-c2ccccc2F)C(C(F)(F)F)(C(F)(F)F)N1
  A: /; B: -3; C: -4; D: -6; E: /; F: -1; G: -6

SMILES: C[C@@H]1CCCCO[C@@H](CN(C)C(=O)Nc2ccc(C(F)(F)F)cc2)[C@H](C)CN([C@H](C)CO)C(=O)c2cc(NC(=O)c3ccccc3)ccc2O1
  A: -2; B: 19; C: -8[16.7 µM]; D: -31; E: -2; F: -1; G: 24

SMILES: Cn1nc(C(F)(F)F)c(-c2ccc(Br)cc2)c1NC(=O)c1cccnc1
  A: 3; B: /; C: 4; D: -13; E: -3; F: -1; G: /
